# AID2073: inhibitors of Mint1-CaV2.2 protein interaction, biochemical, HTRF (AID 2073). inhibition, % at 20 µM, or IC50 in µM where a hit was titrated. 0.19% of 290,000 active. HTRF protein-protein interaction, Mint1-CaV2.2; higher % means a stronger effect; in the data active = inhibition mostly above about 51%, no sharp cut-off; note: some results filed as inactive read as strong as hits
# LYP inhibition: inhibitors of LYP phosphatase, biochemical, fluorescence intensity, uHTS (AID 1779); inhibition, % at 11.5 µM, or IC50 in µM where a hit was titrated; recombinant LYP phosphatase, fluorescence intensity; higher % means a stronger effect; 0.054% of 290,000 active; in the data active = inhibition above about 50%;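 note: plate controls were vehicle with enzyme for no effect and no enzyme for full effect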
# NS5 inhibitors: flavivirus cap methylation enzyme inhibition – biochemical, confirmation dose response, primary screen (AID 588689); Dengue-2 NS5 methyltransferase capping enzyme assay, biochemical; higher % means a stronger effect; inhibition, % at 25 µM; hits with a dose series show IC50 in µM; 0.3% of 340,000 active; in the data active = a potency from the dose series
# NTR1 agonist: NTR1-driven beta-arrestin-GFP spot formation – imaging, U2OS cells, high content, primary screen (AID 493036); P30989; agonist mode; activation, % at 20 µM; 0.17% of 330,000 active;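 active = activation at or above 40% of the spot to cytoplasm intensity ratio, with at least 20 cells analyzed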;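 note: 0% = DMSO without peptide and 100% = 100 nM NTR1 peptide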
# Target sequence (P30989 whole entry, looked up): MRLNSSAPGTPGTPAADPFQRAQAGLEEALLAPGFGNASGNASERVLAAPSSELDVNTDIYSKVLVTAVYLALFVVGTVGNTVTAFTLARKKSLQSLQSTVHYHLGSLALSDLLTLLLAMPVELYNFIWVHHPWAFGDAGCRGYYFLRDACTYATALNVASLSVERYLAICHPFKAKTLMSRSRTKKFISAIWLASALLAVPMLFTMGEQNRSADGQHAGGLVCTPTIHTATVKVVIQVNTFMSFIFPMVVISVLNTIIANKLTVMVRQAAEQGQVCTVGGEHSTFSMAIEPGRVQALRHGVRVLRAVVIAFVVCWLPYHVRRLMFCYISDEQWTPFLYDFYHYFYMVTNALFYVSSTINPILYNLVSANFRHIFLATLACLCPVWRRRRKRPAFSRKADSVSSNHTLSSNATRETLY
# K1F lysis inhibition: inhibition of K1F phage lysis, E. coli UTI89, bacterial capsule biogenesis inhibitors, alamar blue (AID 488966); E. coli UTI89 K1F phage lysis, alamar blue, 2 h; higher % means a stronger effect; one-dose inhibition, % at 100 µM; IC50 in µM for titrated hits; 0.02% of 340,000 active;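 active = phage lysis inhibition, versus mean bacterial control, above a set limit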;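 note: capsule biogenesis inhibitors block K1F phage lysis so surviving cells raise fluorescence; higher fluorescence means more inhibition of phage lysis; actives were called in the ten point dose series up to 300 µM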
# RSV antiviral HEp-2: inhibition of RSV-induced cytopathic effect – HEp-2 cells, primary 10 µM value included (AID 2391). HEp-2 cells, RSV-induced CPE inhibition; higher % means a stronger effect. one-dose CPE inhibition, % at 10 µM; IC50 in µM for titrated hits. 0.13% of 310,000 active; in the data active = a potency from the dose series; note: strong numbers were not always called active
# Autophagy HCS: autophagy modulation, high-content screen | MEF GFP-LC3 puncta imaging; test concentration mostly 10 µM | calls only at 10 µM (by protocol) | 0.98% of 190,000 active;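 active = percentage of spot-positive cells more than 3 SD above its plate mean, without a fluorescence outlier flag or 80% toxicity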;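 note: spot-positive cell cutoff set from DMSO-treated cells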
# GPR35 antagonists: GPR35 antagonists blocking zaprinast-driven arrestin recruitment, primary screen, imaging, U2OS, beta-arrestin-GFP, zaprinast agonist (AID 2058) | inhibition, % at 10 µM, or IC50 in µM where a hit was titrated | 0.052% of 290,000 active | U2OS GPR35 beta-arrestin-GFP translocation imaging, zaprinast antagonism; higher % means a stronger effect;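 active = inhibition of at least 50% with at least 30 cells and total cytoplasm GFP at most 10,000,000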
# WT yeast gro inh: growth inhibition of WT yeast, mitochondrial fusion screen. mitochondrial fusion phenotypic screen, WT strain. inhibition, % at 10 µM. 2.1% of 190,000 active. AID 1362; in the data active = inhibition above about 58%; tested in S. cerevisiae
# WT yeast gro inh mutant strain: also measured in WT yeast gro inh; calls as there; inhibition, %; mitochondrial fusion phenotypic screen, mutant strain inhibition
# Autophagy HCS cell loss 18 h: further read-out of Autophagy HCS, marked with its call; toxicity, %; measured here: cell loss, nuclei count;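 cell loss after 18 h compound exposure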
# NTR1 agonist cell count 20 µM: also measured in NTR1 agonist; calls as there; cell count; measured here: cell count, cytotoxicity flag
# NS5 inhibitors pilot replicate: further read-out of NS5 inhibitors, marked with its call; inhibition, %; measured here: pilot screen replicate inhibition
# * hit, by the source's call; i = inactive; / = no result given; [ ] = remark or other dose. Compounds as they come; any-hit rate near 2.6%.
SMILES,AID2073,LYP inhibition,NS5 inhibitors,NTR1 agonist,NTR1 agonist cell count 20 µM,K1F lysis inhibition,RSV antiviral HEp-2,Autophagy HCS,Autophagy HCS cell loss 18 h,GPR35 antagonists,WT yeast gro inh,WT yeast gro inh mutant strain,others
CN(C)c1ccc(N=Cc2nc(-c3ccccc3)oc2OC(=O)c2cccc(Cl)c2)cc1,4%,-2%,15%,2.0,44,3.4%[50 µM],0.8%,i,22,-6%,27,-6,
Cc1ccc(/C=N/NC(=S)NC(C)C)o1,-20%,-2%,4%,3.5,44,1.0%,0.4%,i,2,-11%,-1,10,
O=C(NCCc1c[nH]c2ccccc12)c1ccc(-n2cnnn2)cc1,-2%,-9%,-8%,0.7,56,-0.3%,2.4%,i,2,15%,-3,1,
Cc1ccc(NC(=S)Nc2cc(C(=O)O)ccc2N2CC3CC(C2)c2cccc(=O)n2C3)cc1C (stereo not given),32%,-1%,-4%,-0.5,27,0.0%,3.0%,i,22,-14%,49,24,
CCOC(=O)c1ccc(N=c2sc(C(=O)OC)cc(=O)n2Cc2ccco2)cc1,-8%,-1%,-3%,39,57,-0.5%,-2.2%,i,14,-1%,10,-2,
Cn1cc(C(=O)c2ccc(Cl)cc2Cl)cc1C(=O)N/N=C(\N)COc1ccc(Cl)cc1Cl,6%,6%,3%,1.0,29,-0.1%,8.8%,i,8,0%,-5,-1,
CN(C(=O)COC(=O)c1ccc(Cl)cc1N)C1CCCCC1,5%,-1%,-11%,0.3,59,0.3%,1.5%,i,9,9%,19,1,
O=C(Nc1cccc(O)c1)c1ccc(Br)c(S(=O)(=O)N2CCCCC2)c1,2%,-6%,-7%,2.9,60,-0.3%,4.9%,i,17,-12%,1,2,
COc1cc(/C=C2\CCn3c2nc2cc(C(=O)O)ccc2c3=O)ccc1OC(F)F,32%,-4%,5%,2.7,86,0.0%,0.7%,/,/,9%,/,/,
COCCCNc1nc2nonc2nc1N1CCN2CCCC2C1 (stereo not given),-6%,-3%,4%,2.1,64,0.3%,-0.3%,/,/,4%,/,/,
CCCCCC(=O)NNC1CC(=O)N(c2cccc(OCC)c2)C1=O (stereo not given),0%,-8%,2%,-1.1,36,5.4%,/,/,/,-10%,/,/,
CC(=O)Nc1cccc(C(=O)/C=C/c2ccc(N(C)C)cc2)c1,28%,4%,-5%,-3.7,58,2.5%,0.6%,i,-1,-2%,25,14,
O=c1cc(CN2CCN(S(=O)(=O)c3ccc4c(c3)OCCO4)CC2)c2ccc(O)cc2o1,41%,-3%,0%,1.9,84,0.0%,3.7%,i,26,3%,3,25,
CC(=O)Nc1ccc(C(=O)N/N=C/C2CC3C=CC2C3)cc1 (stereo not given),3%,-2%,-10%,-0.4,39,0.0%,-1.1%,i,17,-11%,6,-13,
Cc1ccc(S(=O)(=O)NCCC(=O)Nc2cccc(Cl)c2)cc1,-1%,2%,-11%,-0.2,55,1.7%[50 µM],5.9%,i,-1,14%,-11,7,
CN1CCN(c2ccc(C(=O)c3ccc(F)cc3)cc2)CC1,3%,-6%,5%,0.0,45,-0.1%,-1.2%,i,-8,-6%,-14,16,
CCOC(=O)c1ccc(N2C(=O)CC(N(Cc3ccc4c(c3)OCO4)C(=O)Nc3ccccc3)C2=O)cc1 (stereo not given),2%,0%,-14%,1.1,70,4.2%,2.6%,i,3,13%,18,6,
CN(C)S(=O)(=O)c1ccc(NC(=O)C2CC3C=CC2C3)cc1 (stereo not given),7%,4%,-3%,0.6,56,1.9%[50 µM],2.8%,i,12,-1%,5,9,
O=C(COC(=O)c1ccc(Cl)cc1[N+](=O)[O-])NC(=O)c1ccccc1,5%,-6%,4%,1.9,68,-0.1%,0.6%,/,/,20%,/,/,
CCc1ccc(C(=O)Nc2ccc(C)c(NS(C)(=O)=O)c2)cc1,8%,-6%,/,0.5,55,/,20%,/,/,-15%,/,/,

# In the list so far, these have a COOH group:
SMILES,AID2073,LYP inhibition,NS5 inhibitors,NTR1 agonist,NTR1 agonist cell count 20 µM,K1F lysis inhibition,RSV antiviral HEp-2,Autophagy HCS,Autophagy HCS cell loss 18 h,GPR35 antagonists,WT yeast gro inh,WT yeast gro inh mutant strain,others
Cc1ccc(NC(=S)Nc2cc(C(=O)O)ccc2N2CC3CC(C2)c2cccc(=O)n2C3)cc1C (stereo not given),32%,-1%,-4%,-0.5,27,0.0%,3.0%,i,22,-14%,49,24,
COc1cc(/C=C2\CCn3c2nc2cc(C(=O)O)ccc2c3=O)ccc1OC(F)F,32%,-4%,5%,2.7,86,0.0%,0.7%,/,/,9%,/,/,

# Next results follow.
SMILES,AID2073,LYP inhibition,NS5 inhibitors,NTR1 agonist,NTR1 agonist cell count 20 µM,K1F lysis inhibition,RSV antiviral HEp-2,Autophagy HCS,Autophagy HCS cell loss 18 h,GPR35 antagonists,WT yeast gro inh,WT yeast gro inh mutant strain,others
C[C@H]1CN=C(N(C)C)N1CCCC1CCCC1,/,/,0%,-6.3,105,4.9%,-2.0%,/,/,/,/,/,
N/C(Cc1cccc2ccccc12)=N\OC(=O)c1cccs1,11%,0%,3%,-1.5,53,-0.3%,11%,i,-4,-7%,5,22,
O=C(CCN1CCOCC1)Nc1cc(C(=O)Nc2ccccc2F)ccc1N1CC2CC(C1)c1cccc(=O)n1C2 (stereo not given),25%,-10%,-8%,-1.8,66,-0.2%,1.1%,/,/,-5%,/,/,
CCOC(=O)CC1C(=O)NCCN1C(=O)c1cc2c(=O)n3cccc(C)c3nc2s1 (stereo not given),16%,-11%,-5%,-1.3,89,2.8%,4.4%,i,-7,4%,8,6,
COc1ccc(OC)c(C2=NOC(C(=O)NCC3CCCO3)C2)c1 (stereo not given),-27%,-2%,-4%,1.0,75,0.7%,0.5%,i,3,23%,/,/,
COc1cc(NC(=O)COC(=O)CNC(=O)c2ccc(C)s2)cc(OC)c1,2%,-7%,/,-0.6,85,/,0.5%,i,7,-9%,-3,16,
Cn1cc([N+](=O)[O-])c(C(=O)NCc2cc3ccccc3[nH]2)n1,2%,2%,-5%,0.9,52,-2.7%,1.7%,i,-3,3%,-17,-12,
O=C(COC(=O)Cn1cnc2ccccc2c1=O)NCCC1=CCCCC1,15%,-9%,-3%,0.6,56,-3.0%,0.6%,i,11,-9%,14,6,
C=CCc1cc(/C=C/c2nc(O)c([N+](=O)[O-])c(=O)[nH]2)cc(OC)c1O,12%,3%,-1%,-0.4,103,-0.9%,1.8%,i,-4,2%,-5,-4,
OCCC#Cc1ccc(CN2CCN(Cc3ccccc3)C(CCO)C2)cc1 (stereo not given),-9%,-8%,3%,0.2,57,0.4%,-1.9%,i,3,-8%,-3,10,
NC(=O)NC(=O)CN1C(=O)NC(c2ccccc2)(c2ccccc2)C1=O,-3%,-8%,-11%,0.1,50,-0.1%,0.8%,/,/,-1%,/,/,
CCCCCOC(=O)C(C)c1c(C)[nH]c(=S)[nH]c1=O (stereo not given),-4%,-12%,-1%,-0.6,35,1.5%,0.1%,i,-4,15%,-7,-11,
COc1ccc(CNC(=O)C2CCN(C(=O)Cc3ccccc3)CC2)cc1,-4%,1%,-2%,-1.2,52,0.2%,1.1%,/,/,-8%,/,/,
CCOC(=O)C1C(=O)NCC2CCCC21 (stereo not given),-7%,3%,-2%,0.8,46,-0.2%,-0.7%,i,3,6%,-11,-10,
O=C(Nc1ccccc1Cl)c1cc2ccccc2o/c1=N\O,27%,-10%,-7%,15,64,-0.4%,-0.3%,/,/,-4%,/,/,NS5 inhibitors pilot replicate=-5.8
O=[N+]([O-])c1ccc(O)c(P(=O)(c2ccccc2)c2ccccc2)c1,2%,-4%,-12%,-1.0,88,0.3%,0.8%,/,/,6%,/,/,
O=C(Cn1cc2c(n1)CCCCC2)N1CCCCC1,17%,-4%,-2%,-4.3,62,1.2%,1.1%,i,13,-4%,8,9,
COc1ccc(C2/C=C\CN(CC(C)(C)C)CC(=O)N2Cc2ccc(F)cc2)cc1 (stereo not given),8%,-4%,-12%,-0.1,89,-0.2%,-1.2%,/,/,4%,/,/,
O=C(CCN1C(=O)c2ccccc2C1=O)Nc1ccc(-c2nc3ccccc3s2)cc1,32%,-4%,-8%,1.2,52,1.3%,1.1%,i,-6,-6%,3,-3,
CCN(CC)S(=O)(=O)c1cccc(NC(=O)CN2C(=O)c3ccc([N+](=O)[O-])cc3C2=O)c1,14%,-3%,-4%,0.9,43,-0.9%,1.4%,i,-1,2%,-12,1,
COCCNC(=O)CCc1c(C)nc2c(-c3ccc(F)cc3)c(C)nn2c1C,5%,-8%,-3%,-2.1,92,-0.1%,2.6%,i,11,-7%,1,0,
COc1cc(C(O)c2nc3ccccc3n2C)cc(OC)c1OC (stereo not given),7%,-6%,/,-1.0,66,-0.1%,13%,i,9,5%,10,-7,
O=C(CCN1C(=O)S/C(=C\c2ccccc2)C1=O)N1CCOCC1,/,/,-2%,0.6,67,2.9%,-1.2%,i,-23,/,/,/,
Cc1ccc(CNc2cnccn2)s1,6%,2%,-5%,-2.2,96,-0.1%,-0.2%,/,/,7%,/,/,
COC(=O)c1ccc(C)c(NC(=O)CCCN2C(=O)NC(C)(C)C2=O)c1,/,/,9%,-2.0,60,0.7%[50 µM],2.1%,/,/,/,/,/,
C/C(CC(=O)Nc1ccc(N(C)C)cc1)=N\NC(=O)c1ccncc1,-9%,-8%,1%,-0.8,49,-0.3%,0.9%,i,-3,4%,-12,-2,
O=C(NCc1ccccc1)c1cc[n+](Cc2ccccc2)cc1,-7%,-2%,5%,0.2,48,-0.4%,0.0%,i,27,-6%,-13,15,
COc1ccc2[nH]c3c(NCCN4CCCCC4)ncnc3c2c1,10%,-5%,-1%,-0.5,54,-0.2%,-0.5%,i,-44,3%,-5,12,
Cc1ccc(S(=O)(=O)/N=C(\N)Nc2nc(C)c3ccc(C)cc3n2)cc1,-2%,0%,-5%,2.7,74,-0.2%,28%,i,14,-8%,44,5,
CCc1ccc(-c2nn(-c3ccccc3)cc2CSC(=N)N)cc1,2%,2%,/,/,/,/,-1.4%,i,-3,-16%,90*,36*,
Cc1ccc(C)c(NS(=O)(=O)c2cc(C(=O)NCc3ccco3)ccc2C)c1,-3%,-1%,-7%,-0.7,66,7.7%,/,i,34,-5%,-2,-15,
COc1ccc(C(=O)Nc2ccc3[nH]ncc3c2)cc1,-2%,-13%,/,-0.1,75,1.9%,1.1%,/,/,-6%,/,/,
Cc1ccc(C(=O)N(Cc2nnc(-c3ccc(Cl)cc3)o2)C2CC2)o1,/,/,-2%,0.3,65,0.7%[50 µM],0.7%,/,/,/,/,/,
CCCCCCCOC(=O)C1=C(C)Nc2ncnn2C1c1cccs1 (stereo not given),2%,2%,1%,3.2,83,0.2%,7.0%,i,2,-11%,1,-7,
COc1ccccc1CC(=O)N1CCN(S(=O)(=O)c2cccs2)CC1,6%,-8%,-4%,-0.2,61,0.3%,0.0%,/,/,-12%,/,/,
CC1CN(C(=O)CCNS(=O)(=O)c2ccc(Br)cc2)CC(C)O1 (stereo not given),/,/,-3%,-1.3,59,0.2%[50 µM],0.4%,/,/,/,/,/,
CC(=O)NCCc1c[nH]c2ccc(OCC(O)CNC(C)(C)C)cc12 (stereo not given),9%,-3%,2%,0.7,63,-1.7%,/,/,/,6%,/,/,

# Assay outcomes deposited in PubChem BioAssay by several laboratories.
